PGC1a acetyl inh – modulators of PGC1a acetylation; U2OS PGC1a acetylation, AlphaScreen anti-acetyl-lysine; with virally co-expressed GCN5 acetyltransferase; inhibition, % at 15.6 µM; 0.17% of 350,000 active; AID 651687;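 active = every replicate shows inhibition of at least 40%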;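 also: 0% = neutral control wells and 100% = positive control wells; some results beyond the cut were filed as inactive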
INS-1E GSIS act – GLuc luminescence reporter in INS-1E cells, primary screen for activators of glucose-dependent secretion of insulin. activation, % at 16.6 µM. 0.61% of 370,000 active. AID 743287. INS-1E GLuc reporter insulin secretion, 2-3 h;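 active = lowest replicate activation of at least 40%, so every replicate reaches that level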;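 also: 0% = median of neutral control wells and 100% = median of IBMX positive control wells; some compounds called inactive have numbers as strong as hits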
FN deposit inh – fibronectin deposition inhibition; inhibition, % at 12.6 µM; AH1F fibroblasts, Alexa488-fibronectin deposition fluorescence, overnight; 0.086% of 350,000 active; AID 743247;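 active = mean inhibition across replicates of 30% or more, regardless of how many single replicates reach that level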;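 also: positive control wells lacked labelled fibronectin entirely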
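Schedule: 1 h cell adhesion before compound, then overnight fibronectin incubation; test system: AH1F fibroblast monolayer depositing Alexa488-labelled fibronectin into matrix; quantity: 10000 AH1F cells per well; probe or stimulus: fluorescent fibronectin at 24 nM final; signal: fluorescence, ex 485 nm, em 525 nm; evaluation: percent inhibition as loss of matrix-bound fibronectin fluorescence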
Cneo AK release – Cryptococcus neoformans lysis via adenylate kinase release; C. neoformans lysis, adenylate kinase release luminescence, 4 h; normalised: neutral wells 0, clomiphene wells 100; lysis activity, % at 15 µM; 0.2% of 360,000 active;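 active = mean lysis activity across replicates of at least 80%, whatever share of replicates individually reach that level; inactive = mean lysis activity below 80%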
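Material – log-phase Cryptococcus neoformans yeast cells · Input – 5 × 10^6 yeast cells/mL · Medium – fresh YPD growth medium · Doses – single compound concentration per well · Timing – static 4 h at 37 °C with compound, 1 h detection · Detection – adenylate kinase release luminescence · Read-out – signal increase indicating cell lysis · Control set – Clomiphene as positive lysis control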
miR122 inh – blocks miR-122 activity in Huh7 sensor cells | Huh7 miR-122 Renilla luciferase sensor, 48 h; neutral wells = 0, positive control = 100 | activation (reporter increase), % at 12.5 µM | 0.3% of 340,000 active | AID 602342;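 active = mean replicate activation score at least 90 and every replicate individually at or above 90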;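 also: higher luciferase means less miR-122 activity so hits act as miR-122 inhibitors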
PglD inh – inhibitors of Campylobacter jejuni PglD acetyltransferase. purified PglD enzyme, DTNB colorimetric CoA detection. inhibition, % at 12.5 µM. 0.098% of 360,000 active. AID 602405; in the data active = inhibition above about 16%, passing the limit was not always enough; also: strong numbers were not always called active
C2C12 statin – suppressors of simvastatin-induced myotoxicity in C2C12 myotubes; 0.78% of 330,000 active; ATP luminescence, 48 h; scaled: DMSO 0, geranylgeraniol control 100; rescue of ATP level, % at 7.49 µM; AID 602340;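 active = mean ATP rescue above about 67%, or every replicate alone reaching that limit, limit read from the data, passing the limit was not always enough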;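 also: myotubes were challenged with 10 µM simvastatin during compound exposure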
F508del corr – CFTR F508del correction in bronchial cells | 0.36% of 350,000 active | CFBE cells, YFP halide quenching; stimulated with forskolin plus potentiator P3; % fluorescence drop versus neutral controls | activity (quench increase), % at 7.58 µM;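 active = mean added fluorescence quench of at least 8% versus neutral control, with both replicates also reaching 8%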;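 also: cells transiently co-express mutant CFTR-F508del with the halide-sensitive YFP; corrector assay measuring rescue of mutant channel to the surface after 24 h compound exposure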
* = called active by the depositor; nt = not tested or not shown; [ ] = remark or other dose.

item	Compound	FN deposit inh	INS-1E GSIS act	F508del corr	PGC1a acetyl inh	miR122 inh	PglD inh	Cneo AK release	C2C12 statin
1	Cc1ccc(S(=O)(=O)N(Cc2cccc(Cl)c2)C(=O)N2CCN(C)CC2)cc1	3.7	2.1	0.9	-4.6	0.7	0.6	2.3	1.0
2	O=C(O)CCC(=O)Nc1ccc(Br)cc1C(=O)c1ccccc1Cl	1.7	15.8	2.0	-2.5	-4.0	1.1	-0.7	nt
3	CNC(=O)C[C@H]1CC[C@@H]2[C@H](COC[C@@H](O)CN2Cc2ccc(C(F)(F)F)cc2)O1	-0.8	7.7	-1.5	0.3	-0.7[16.7 µM]	-2.8	-0.4	6.0
4	Cc1ccc(S(=O)(=O)N(CC(=O)NC2CC3CCC2C3)c2ccccc2)cc1 (stereo unspecified)	-7.4	-31.1	-0.7	-2.9	-1.5	4.6	-0.5	5.3
5	CC(C)NC(=O)C(=O)NCCN1CCN(S(=O)(=O)c2ccc(Cl)cc2)CC1	nt	nt	nt	-7.2	1.1	4.5	0.4	0.5
6	O=C(C[C@@H]1CC[C@@H]2[C@H](COC[C@@H](O)CN2Cc2ccccc2F)O1)N[C@H]1CCN(Cc2ccccc2)C1	-11.0	9.8	0.0	-1.0	-1.0[16.7 µM]	-1.9	5.4	1.8
7	COc1cccc(NC(=O)N[C@H]2CC[C@H](CC(=O)NCc3ccccn3)O[C@H]2CO)c1	1.7	9.4	-1.8	3.9	nt	2.5	-0.7	-7.6
8	Cc1ccc(S(=O)(=O)N(C)C[C@@H]2OCCCC[C@@H](C)Oc3ccc(NS(=O)(=O)c4ccccc4)cc3C(=O)N([C@H](C)CO)C[C@@H]2C)cc1	nt	9.8	-0.3	-2.5	2.8[16.7 µM]	-0.7	-3.6	19.1
9	Cn1c(-c2ccccc2)c(C(=O)CCl)c2ccccc21	-1.1	-15.0	-7.1	-26.9	nt	nt	nt	nt
10	Cc1ccc(C(C)n2cc(C(=O)NCCN3CCN(C)CC3)nn2)cc1 (stereo unspecified)	3.4	nt	nt	-11.4	1.2	-0.5	4.3	nt
11	Cc1cccc(NS(=O)(=O)c2ccc3oc(=O)ccc3c2)c1C	3.0	-9.1	-0.2	nt	2.2	-7.3	-1.4	-7.9
12	COc1ccc(NC(=O)Nc2cccc3c2O[C@H](CN(C)S(=O)(=O)c2ccccc2)[C@H](C)CN([C@H](C)CO)C3=O)cc1	nt	-4.5	-0.7	14.0	-7.6[16.7 µM]	-0.1	-14.6	-17.9
13	Cc1ccc(S(=O)(=O)CC2CSc3nnc(C)c(=O)n32)cc1 (stereo unspecified)	nt	nt	nt	-5.1	4.8	1.2	-0.9	-6.6
14	COc1cccc(NC(=O)COc2ccc(Br)c(C)c2)c1	-195.8	19.3	-0.3	nt	nt	3.1	0.1	26.4
15	Cc1cc(C)n2nc(SCC(=O)Nc3ccc(F)cc3[N+](=O)[O-])nc2n1	-4.8	nt	2.8	0.2	nt	2.1	-1.2	7.5
16	N#C[C@H]1[C@H](c2ccccc2-c2ccc(F)cc2)[C@@H](CO)N1C(=O)NC1CCCC1	-4.8	-26.4	3.1	6.4	nt	nt	nt	nt
17	Cc1c(NC(=O)C(C)Oc2ccc(Br)cc2Cl)c(=O)n(-c2ccccc2)n1C (stereo unspecified)	-0.7	-10.9	-2.0	-14.0	nt	2.3	0.4	1.2
18	COc1ccc(NC(=O)COC(=O)C23CCC(=O)N2c2ccccc2S3)cc1 (stereo unspecified)	-5.1	nt	nt	nt	-4.6	4.2	0.8	14.5
19	O=C(CCN1CCCCC1)N[C@H]1CC[C@@H](CCNS(=O)(=O)c2ccccc2)O[C@H]1CO	5.8	16.6	0.8	-5.9	-14.4[16.7 µM]	3.9	24.9	-1.0
20	COc1cccc(-c2ccc3c(c2)O[C@@H](CN(C)C(=O)C2CC2)[C@H](C)CN([C@@H](C)CO)S3(=O)=O)c1	nt	-2.5	0.5	-27.0	-1.8[16.7 µM]	-2.5	-5.1	-3.7
21	Cc1noc(C)c1S(=O)(=O)N(C)C[C@@H]1OCCCC[C@@H](C)Oc2ccc(NC(=O)Cc3ccccc3)cc2C(=O)N([C@H](C)CO)C[C@H]1C	nt	-18.6	-3.2	3.6	-1.4[16.7 µM]	1.1	-4.3	nt
22	O=C(C[C@H]1CC[C@H]2[C@@H](COC[C@H](O)CN2C(=O)Nc2ccc(F)cc2)O1)NC1CCC1	-6.2	0.5	-0.2	7.6	-1.2[16.7 µM]	-1.0	-2.6	-2.1
23	COc1ccc(Cl)cc1NC(=O)COC(=O)CCc1cc(OC)c(OC)c(OC)c1	7.6	0.7	0.0	-1.0	-5.7	5.6	7.2	-12.7
24	Cn1c(Cc2csc(N)n2)nnc1SCC(=O)NC1CCCCC1	nt	3.0	nt	-4.0	1.3	4.1	3.1	-7.8

Three structures already listed, sorted by number of heavy atoms, lowest first.
item	Compound	FN deposit inh	INS-1E GSIS act	F508del corr	PGC1a acetyl inh	miR122 inh	PglD inh	Cneo AK release	C2C12 statin
19	O=C(CCN1CCCCC1)N[C@H]1CC[C@@H](CCNS(=O)(=O)c2ccccc2)O[C@H]1CO	5.8	16.6	0.8	-5.9	-14.4[16.7 µM]	3.9	24.9	-1.0
20	COc1cccc(-c2ccc3c(c2)O[C@@H](CN(C)C(=O)C2CC2)[C@H](C)CN([C@@H](C)CO)S3(=O)=O)c1	nt	-2.5	0.5	-27.0	-1.8[16.7 µM]	-2.5	-5.1	-3.7
21	Cc1noc(C)c1S(=O)(=O)N(C)C[C@@H]1OCCCC[C@@H](C)Oc2ccc(NC(=O)Cc3ccccc3)cc2C(=O)N([C@H](C)CO)C[C@H]1C	nt	-18.6	-3.2	3.6	-1.4[16.7 µM]	1.1	-4.3	nt

Following part.
item	Compound	FN deposit inh	INS-1E GSIS act	F508del corr	PGC1a acetyl inh	miR122 inh	PglD inh	Cneo AK release	C2C12 statin
25	O=C(COC(=O)c1cc(=O)[nH]c2ccccc12)NC1CCCCC1	-1.7	nt	-0.8	7.3	4.0	1.4	0.4	3.1
26	CCOc1ccc(N(CC(=O)NC2CCCCC2)C(=O)CNC(=O)c2cccs2)cc1	0.5	-7.7	0.4	-7.2	2.1	-3.4	-3.3	-3.8
27	O=C(NC(=S)Nc1ccccc1Cl)c1csnn1	nt	-5.6	-6.2	8.4	1.0	6.3	-0.2	-13.1
28	O=C(CNc1cccc([N+](=O)[O-])c1)NC(=O)NC1CCCCC1	0.9	-15.3	-0.6	nt	-2.7	2.1	0.9	-0.9
29	CCN(CC)CCN1C(=O)C(=O)/C(=C(/O)c2c(C)[nH]c(C(=O)OC)c2C)C1c1cccc(OC)c1 (stereo unspecified)	-2.1	nt	nt	-2.6	-3.9	-1.2	0.9	-1.0
30	CCOc1ccc(C/C(O)=C2\C(=O)CC(C)(C)CC2=NCC(=O)O)cc1OCC	2.5	13.1	0.6	3.7	-5.2	1.1	-2.9	nt
31	COc1ccc(/C=C/C(=O)N(Cc2ccccc2)c2ccccn2)cc1OC	nt	-3.1	0.1	0.8	19.2	4.2	12.2	10.6
32	COc1cc(C2=NOC(C(=O)Nc3cccnc3)C2)cc(OC)c1OC (stereo unspecified)	5.3	2.8	-0.2	-11.6	3.6	2.3	-5.9	7.8
33	O=S(=O)(NCc1ccccc1)c1ccc2ccccc2c1	0.0	1.2	-2.4	-1.0	nt	3.7	1.4	26.3
34	CC(NC(=O)C(C)(C)C)C(c1cccs1)N1CCOCC1 (stereo unspecified)	4.5	20.3	-1.1	5.3	-3.4	-26.9	-2.0	-1.9
35	C[C@@H]1CN([C@@H](C)CO)C(=O)Cc2cc(N(C)C)ccc2O[C@H]1CN(C)C	nt	-5.5	-1.8	12.9	-5.6[16.7 µM]	0.0	9.1	-8.0
36	CC(C)[C@H](C)NC(=O)N(C)C[C@H]1OCc2ccccc2-c2c(n(C)c3ccccc23)C(=O)N([C@@H](C)CO)C[C@H]1C	0.9	-21.4	0.5	-17.9	nt	-0.7	-1.2	-12.3
37	CNC(=O)N(O)C1N(/N=C/c2cc(Br)ccc2O)C(=S)SC1(C)C (stereo unspecified)	0.0	-7.7	2.9	12.8	-2.8	2.6	-2.5	18.2
38	O=C(/C=C/c1ccc(Cl)cc1)OCC(=O)c1ccc[nH]1	9.8	4.4	-3.1	22.4	-4.6	0.9	-0.4	1.2
39	CS(=O)(=O)c1ccc2nc(NC(=O)CN3C(=O)NC4(CCCC4)C3=O)sc2c1	7.0	18.3	-0.1	-3.8	nt	-0.3	6.7	nt
40	COc1ccc(C(=S)N2CCN(c3cccc(Cl)c3)CC2)cc1	-3.9	5.1	0.4	-3.6	3.6	2.4	1.2	7.1

3 compounds already listed, arranged by their value in F508del corr, ascending.
cpd	Compound	F508del corr
38	O=C(/C=C/c1ccc(Cl)cc1)OCC(=O)c1ccc[nH]1	-3.1
40	COc1ccc(C(=S)N2CCN(c3cccc(Cl)c3)CC2)cc1	0.4
37	CNC(=O)N(O)C1N(/N=C/c2cc(Br)ccc2O)C(=S)SC1(C)C (stereo unspecified)	2.9

New compounds follow:
item	Compound	FN deposit inh	INS-1E GSIS act	F508del corr	PGC1a acetyl inh	miR122 inh	PglD inh	Cneo AK release	C2C12 statin
41	O=C1CC(Cc2ccccc2)C(=O)N1Cc1ccco1 (stereo unspecified)	nt	nt	nt	15.2	1.2	5.0	-0.8	26.6
42	C[C@H](CO)N1C[C@H](C)[C@H](CN(C)Cc2ccc(C(=O)O)cc2)OCCCC[C@H](C)Oc2ccc(NC(=O)Nc3ccc(F)cc3)cc2C1=O	nt	9.6	1.3	-1.1	0.4[16.7 µM]	1.1	8.3	nt
43	O=C(c1cccc(F)c1)N1CC(=O)N2[C@H](C1)[C@H](c1ccc(/C=C/c3ccccc3)cc1)[C@@H]2CO	-0.9	-15.2	2.2	-2.9	nt	nt	nt	nt
44	C[C@@H]1CCCCO[C@H](CN(C)C(=O)Nc2cccc3ccccc23)[C@@H](C)CN([C@H](C)CO)C(=O)c2cc(NC(=O)Cc3ccccc3)ccc2O1	nt	-3.7	-5.3	-3.3	7.7[16.7 µM]	0.8	-0.9	-11.7
45	COc1ccc(-n2nc(C(=O)NCC(=O)N3CCN(Cc4ccccc4)CC3)c3ccccc3c2=O)cc1OC	2.7	-1.5	1.7	nt	nt	-2.2	1.6	3.0
46	CC(C)(C)C1CCC(CN2CCC(CN3C(=O)C(=O)NC[C@@H]3Cc3ccccc3)CC2)CC1 (stereo partly specified)	-6.9	-4.2	-2.6	2.5	-8.3	-0.7	0.8	3.3
47	CO[C@H]1CN(C)C(=O)c2cc(NC(=O)Nc3cccc(F)c3)ccc2OC[C@H](C)N(C(=O)Nc2c(C)noc2C)C[C@@H]1C	-3.2	-4.7	0.0	-24.1	nt	2.0	-3.3	2.5
48	C(=N\Nc1nc(N2CCOCC2)nc(N2CCOCC2)n1)/c1cccnc1	nt	nt	nt	-0.3	1.6	6.0	-1.5	-9.7
49	CC(C)COc1ccc(/C(O)=C2/C(=O)C(=O)N(CCN(C)C)C2c2ccncc2)cc1 (stereo unspecified)	nt	nt	nt	-3.3	-3.7	-2.8	-0.8	1.9
50	C[C@@H]1CCCCO[C@H](CN(C)C(=O)Nc2ccc3c(c2)OCO3)[C@@H](C)CN([C@H](C)CO)C(=O)c2cc(NC(=O)Nc3ccc(C(F)(F)F)cc3)ccc2O1	nt	8.6	-1.2	-0.2	9.6[16.7 µM]	-1.8	-5.0	nt
51	Cc1cc(C)nc(NCCO)n1	10.2	nt	0.9	nt	-29.7	1.9	-1.1	-2.2

Assay outcomes from PubChem.
